# Bioassay records from PubChem.
# Vif-A3G inh: inhibitors of Vif-APOBEC3G interaction. Q9HC16. 410,000 compounds, 0.076% hits. AID 602310. HeLa A3G-eYFP + Vif (tagged APOBEC3G with the HIV-1 protein that degrades it), YFP fluorescence, overnight. Potency, µM (highest dose often 46.1 µM), for inactives: top-dose activity, negative = active, hits mostly inhibitors;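 further: potency means the concentration at half of the fitted maximal effect; on the % scale 0 is the no-effect control and ±100 the full control effect; nearly all actives have a fitted effect of over 60% in size; hits raise eYFP signal because A3G escapes Vif-driven loss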
# Target sequence (Q9HC16 whole entry, looked up): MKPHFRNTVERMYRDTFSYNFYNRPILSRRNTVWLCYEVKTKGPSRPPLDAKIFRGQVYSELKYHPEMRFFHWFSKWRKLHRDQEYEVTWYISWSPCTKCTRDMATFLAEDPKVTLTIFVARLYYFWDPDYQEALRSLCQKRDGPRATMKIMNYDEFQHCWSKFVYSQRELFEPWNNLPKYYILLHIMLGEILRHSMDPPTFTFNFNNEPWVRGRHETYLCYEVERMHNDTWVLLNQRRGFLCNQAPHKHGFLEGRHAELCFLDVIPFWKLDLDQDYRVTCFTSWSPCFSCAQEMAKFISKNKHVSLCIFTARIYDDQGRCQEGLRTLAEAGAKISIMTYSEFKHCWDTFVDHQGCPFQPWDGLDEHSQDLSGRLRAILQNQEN
#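 Read-out is eYFP fluorescence (Ex 488/Em 500-530) from Vif-expressing HeLa A3G-eYFP cells; more signal means A3G escaped Vif-mediated degradation. Cells plated overnight, compound pinned in, incubated overnight at 37 deg C.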
# GRP78 ERSR act: ER stress response induction in glioma | U87-MG GRP78 promoter luciferase reporter, 16 h | Potency, µM, for the others: at the highest dose activation, hits mostly activators | 420,000 compounds, 0.02% hits | AID 602332; further: potency means the concentration at half of the fitted maximal effect; series mostly up to about 76 µM; % of control where 0% means no effect; nearly all actives have a fitted effect of over 35% in size
#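 Stably transfected U87-MG human glioma cells carrying a GRP78-based luminescent sensor were seeded at 1000 cells/well, pin-dosed with compounds and incubated 16 h. Luciferase reagent was then added, and end-point luminescence was read after 10 min at room temperature.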
# D2 PAM: D2 dopamine receptor (human) potentiation | 340,000 compounds, 0.34% hits | AID 485347 | HEK293 T-REx D2, calcium flux, EC20 dopamine potentiation | potentiation, % at 10 µM;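 active means potentiation over 3 SD above the plate norm, cut at about 30% in these data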; further: 0% is about no effect
#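 Using a no-wash calcium dye in inducible, force-coupled HEK293 Trex cells expressing D2, we tracked fluorescence each second for 180 s after compound, then for 180 s after EC20 dopamine to detect augmented signalling.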
# D1 ag: agonists of human D1 dopamine receptor; HEK293 T-REx D1 cells, calcium flux, agonist mode; activation, % at 2 µM; 360,000 compounds, 1% hits; in the data active means activation above about 30%; further: 0% is about no effect
# Target sequence (P21728 whole entry, looked up): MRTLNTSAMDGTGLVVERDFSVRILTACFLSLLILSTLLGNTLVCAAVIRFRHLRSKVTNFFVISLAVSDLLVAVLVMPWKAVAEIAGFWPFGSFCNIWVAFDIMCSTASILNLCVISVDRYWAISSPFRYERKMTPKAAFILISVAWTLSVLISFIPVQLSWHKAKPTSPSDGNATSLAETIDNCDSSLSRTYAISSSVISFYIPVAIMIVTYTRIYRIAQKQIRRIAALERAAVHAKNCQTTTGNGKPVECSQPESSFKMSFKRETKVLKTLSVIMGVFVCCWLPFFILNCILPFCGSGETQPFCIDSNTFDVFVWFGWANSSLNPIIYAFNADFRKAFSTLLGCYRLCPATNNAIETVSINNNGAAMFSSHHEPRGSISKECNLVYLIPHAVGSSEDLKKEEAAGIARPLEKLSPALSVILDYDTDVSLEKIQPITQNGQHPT
#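 Agonism was scored from calcium flux recorded over 180 s (1 read/s) after pintool compound addition, following a 10-cycle baseline. Cells were inducible force-coupled HEK293 TREx D1, plated overnight at 30 C and loaded with no-wash calcium dye.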
# RXFP1 agonist: agonists of human relaxin receptor RXFP1 | HEK293T-RXFP1 cAMP TR-FRET, 30 min; response scale: percent of porcine relaxin response, buffer zero | Potency, µM (top dose mostly 57.5 µM), for inactives: at the highest dose activation, actives largely listed as activators | Q9HBX9 | 370,000 compounds, 0.3% hits; further: potency means the concentration at half of the fitted maximal effect; on the % scale 0 is the no-effect control and ±100 the full control effect; nearly all actives have a fitted effect of over 60% in size; many of its hits are not listed in these tables
#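 HEK293 cells stably expressing RXFP1, treated 30 min at 37C with compounds plus PDE4 inhibitor Ro 20174; cAMP measured by HTRF TR-FRET. Normalized to buffer and 29 nM porcine relaxin; EC50 by Hill fit.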
# Vif-A3F inh: Vif-A3F binding inhibition; Potency, µM (top dose mostly 46.1 µM), for inactives: at the highest dose activity, negative = active; HeLa A3F-eYFP + Vif (tagged APOBEC3F with the HIV-1 protein that degrades it), YFP fluorescence increase; AID 602313; 390,000 compounds, 0.2% hits; further: potency means the concentration at half of the fitted maximal effect; % of control where 0% means no effect; nearly all actives have a fitted effect of over 65% in size
#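 Fluorescence increase (Ex 488/Em 500-530) after overnight compound treatment at 37 deg C flags inhibition of Vif-driven A3F-eYFP loss in stable HeLa A3F-eYFP/Vif cells seeded overnight beforehand.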
# D1 PAM: enhances dopamine response at the human D1 receptor; P21728; HEK293 TREx D1 cells, calcium flux, dopamine EC20 potentiation; potentiation, % at 10 µM; 360,000 compounds, 0.036% hits; in the data active means potentiation above about 30%; further: 0% is about no effect
# LDHA block: inhibitors of human lactate dehydrogenase A. 480,000 compounds, 0.15% hits. purified LDHA, NADH/diaphorase-resazurin fluorescence; stronger effect = lower value. P00338. activity change, % (values are at about 110 or 230 µM). AID 1347041; in the data active means activity change below about -30%; inconclusive means mostly about -25% to -30%;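 further: plate controls were DMSO wells for no effect and wells without enzyme for full effect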
#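 Resorufin fluorescence (ex540/em590), read at 0 and 20 min after diaphorase/resazurin addition, reports the NADH left after a 5 min room-temperature reaction of 2 nM human LDH5 with 0.06 mM NADH and 0.2 mM pyruvate.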
# D1 antag: blocks dopamine activation of the human D1 receptor; P21728; 360,000 compounds, 3.2% hits; HEK293 TREx D1 cells, calcium flux, dopamine EC80; stronger effect = lower value; activity change, negative = inhibition, % at 10 µM; in the data active means activity change below about -30%; further: on the % scale 0 is the no-effect control and ±100 the full control effect
#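 Inducible Hek293 Trex D1 cells (tetracycline, overnight, 30 C). Calcium dye 30–90 min RT. Antagonist mode: EC80 dopamine added after 180 s compound read.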
# * hit, by the source's call; u = inconclusive; x = not tested or not shown; & = joins results of further samples. Unless noted, the call rests on the fitted dose curve; in most records, active means well fitted curve in the direction sought with a large enough effect; inconclusive means small, poorly fitted or top-dose-only effect, or another doubt; inactive means no such curve, though single readings can be large; an effect the other way counts as inactive or inconclusive. These rows are one share of the data; rates above refer to the full screens.
# Sequence of screens: Vif-A3G inh	GRP78 ERSR act	D2 PAM	D1 ag	RXFP1 agonist	Vif-A3F inh	D1 PAM	LDHA block	D1 antag
> NC(=O)CC(NC(=O)c1ccccc1)c1ccc(NCCc2ccc(F)cc2)c([N+](=O)[O-])c1 (centres undefined)
→ -10%	-5%	-7	0	3.8%	-4%	-4	-5	-12
> O=C(c1ccc(F)cc1)N1CCN(CCc2ccncc2)CC1
→ 5%	-3%	x	2	-3.2%	-1%	0	0	-9
> Cc1cccc(C)c1NC(=O)CN(C)C(=O)c1cccc(S(=O)(=O)N2CCN(c3ccc(F)cc3)CC2)c1
→ 0%	-5%	-17	4	2.5%	1%	8	-1	-19
> Cc1nnc(SC(C)C(=O)NC2CCCCC2C)s1 (centres undefined)
→ -7%	-1%	-6	1	2.1%	u	-10	-4	13
> Cc1ccc(C(=O)N2CC3(C)CN(C(=O)c4ccc(C)cc4)CC(C)(C2)C3=O)cc1
→ 0%	-2%	-2	1	-0.2%	-2%	-7	-7	-2
> CN(C)c1ccc(NC(=O)CN2CCc3ccccc3C2)cc1
→ -2%	2%	-14	0	-1.9%	-10%	-3	8	-5
> COc1cc2c(cc1OC)CN(C(=O)c1ccc(Cl)c(S(=O)(=O)N3CCCC3)c1)CC2
→ 4%	-6%	x	x	x	2%	x	-3	x
> O=[N+]([O-])c1ccc(/C=N/Nc2nc(N3CCOCC3)nc(N3CCOCC3)n2)cc1
→ x	x	6	0	0.3%	x	7	x	1
> CCOC(=O)c1csc(N)n1
→ 2%	0%	4	0	-1.0%	-9%	-3	-7	6
> O=S(=O)(/N=C(\Sc1ccc(Cl)cc1)c1ccccc1)c1ccccc1
→ 1%	-3%	-2	3	1.5%	-12%	-2	-7	-10
> COc1ccc(NS(=O)(=O)c2cc(OC)ccc2OC)cc1
→ -3%	-2%	x	x	x	4%	x	0	x
> O=S(=O)(Nc1ccc2ccccc2n1)c1ccc2c(c1)CCO2
→ 1%	1%	-2	3	-1.2%	7%	-2	-9	3
> O=C(C1CCC(=O)N(C2CCCC2)C1)N1CCN(c2ccccc2Cl)CC1 (centres undefined)
→ -1%	0%	-15	14	-0.1%	-17%	-6	-8	-9
> COc1cc(CNCCNCC(C)O)ccc1OCc1ccc(Cl)nc1 (centres undefined)
→ 3%	1%	6	3	0.7%	-6%	-2	-9	-2
> CN(C)/C=C1/C=C(c2ccccc2)OC1=O
→ 0%	12%	10	-1	-3.1%	-4%	-2	17	2

# (further entries)
# Sequence of screens: Vif-A3G inh	GRP78 ERSR act	D2 PAM	D1 ag	RXFP1 agonist	Vif-A3F inh	D1 PAM	LDHA block	D1 antag
> Cc1nn(-c2ccccc2)c(Cl)c1/C=N/NC(=O)OC(C)(C)C
→ 0%	2%	3	0	0.3%	4%	-7	-4	-5
> Cc1cnc(C(=O)OCC(=O)N2CCC(C)CC2)cn1
→ -2%	-3%	x	x	x	-3%	x	-2	x
> Cc1cc(C(=O)NC(C)C2CCCO2)no1 (centres undefined)
→ 2%	2%	6	0	-0.1%	2%	-6	-6	-22
> CCOc1ccc(-c2cc(C(=O)NCCCn3ccnc3)c3ccccc3n2)cc1
→ 1%	1%	4	1	0.0%	5%	-1	-9	-1
> COc1ccc(NC(=O)C2CCN(S(=O)(=O)c3c(C)noc3C)CC2)cc1
→ 7%	-1%	7	-1	-1.3%	1%	11	-1	-3
> CCN(C(=O)COc1cccc(-n2cnnn2)c1)C1CCS(=O)(=O)C1 (centres undefined)
→ 0%	1%	x	x	x	-4%	x	4	x
> O=C(Cc1sc(-c2ccccc2)nc1-c1ccccc1)Nc1ccc(Cl)cc1
→ 1%	-2%	9	7	3.2%	0%	-11	-5	2
> CN(C)N(Cc1ccccc1)C(=O)C(O)(c1ccccc1)c1ccccc1
→ 2%	0%	2	1	1.0%	-1%	-5	0	5
> COc1ccccc1CN1C(=NC(=O)C2CCCCC2)SC2CS(=O)(=O)CC21 (centres undefined)
→ 1%	-3%	-6	5	-0.6%	3%	-1	-1	6
> CCN(CC)CCN(C(=O)c1ccc2c(c1)OCCO2)c1nc2ccc(C)cc2s1
→ 2%	-2%	-23	5	-0.1%	2%	-5	-1	12
> Clc1ccc(-c2nnc(-c3cccnc3)o2)cc1
→ 0%	1%	9	2	0.2%	-10%	-2	-3	3
> [N-]=[N+]=NC[C@H](Cc1ccccc1)N1CC[C@@H](O)CCC1=O
→ -2%&-1%	-4%&-1%	-10	4	-0.2%	-4%	-4	-6	-22
> COc1ccccc1N1CCN(C(=O)c2cccc(S(=O)(=O)NCc3cccnc3)c2)CC1
→ -8%	0%	-5	-1	-0.4%	-12%	4	-1	-20
> C#CCOCCOCCOCCNc1nc(N2CCN(C(=O)[C@H]([C@@H](C)O)n3cc(CCCCN)nn3)CC2)nc(N2CCN(C(=O)[C@H](CCCCN)n3cc(CCCC)nn3)CC2)n1
→ 0%	0%	-10	0	2.4%	-8%	-8	2	-16
> CC(=O)c1cccc(NC(=O)C(C)OC(=O)c2cccc(-n3cnnn3)c2)c1 (centres undefined)
→ -6%	-5%	0	2	-0.2%	5%	0	-7	-4

# More compounds follow.
# Sequence of screens: Vif-A3G inh	GRP78 ERSR act	D2 PAM	D1 ag	RXFP1 agonist	Vif-A3F inh	D1 PAM	LDHA block	D1 antag
> Cc1ccc(S(=O)(=O)/N=C(\N)c2ccc(Cl)cc2)cc1
→ -6%	0%	-3	12	-3.6%	-4%	4	-2	-28
> C/C(=N\NC(=O)CC1N=C(Cc2ccccc2)NNC1=O)c1ccc(Br)cc1 (centres undefined)
→ u	-1%	-4	2	-0.2%	-1%	-1	-9	-3
> CC(C(=O)N1CCCC1)N1CCN(S(=O)(=O)c2ccc(C(C)(C)C)cc2)CC1 (centres undefined)
→ 2%	-2%	19	0	-0.7%	-6%	0	-1	5
> CC(C)(C)OC(=O)N1CCC(c2c(C(=O)N3CCN(C(=O)c4ccco4)CC3)cnn2-c2ccc(F)cc2)CC1
→ -1%	-5%	x	1	0.7%	2%	0	-5	4
> Cc1c(NC(=O)c2ccc([N+](=O)[O-])o2)cccc1-c1nc2ncccc2o1
→ u	-15%	4	3	-0.6%	-9%	-3	-4	-6
> CCOc1ccccc1NC(=O)C1CCN(S(=O)(=O)c2ccc3[nH]c(=O)oc3c2)CC1
→ -3%	-3%	13	0	-3.4%	-1%	-4	-4	-15
> COC(=O)c1c(Cl)c2n3ccccc3c(C)c(-c3ccccc3)c-2c1C(=O)OC
→ 5%	-3%	10	1	26%	1%	6	9	4
> N#Cc1c(NC(=O)c2cc(C3CC3)on2)sc2c1CCC2
→ u	-1%	-19	4	1.1%	-18%	-4	-2	1
> Cc1ccc(C(=O)N2NC(c3ccccc3F)C3C(=O)N(c4cccc(C)c4)C(=O)C32)cc1 (centres undefined)
→ 0%	0%	10	4	0.5%	-6%	-1	-9	27
> CC1=NN(CCc2ccccn2)C(=O)CC1
→ 0%	-2%	x	x	x	-7%	x	-3	x
> Cc1cc(O)ccc1NS(=O)(=O)c1ccc2c3c(cccc13)C(=O)N2
→ -13%	-5%	5	3	5.5%	2%	-4	12	-2
> CCOC(=O)C1CCN(CCC(=O)Nc2ccc(OC)cc2)CC1
→ 5%	0%	-8	2	0.0%	1%	-1	6&-3	5
> CSc1ccc(CN2CCC(N3CCC(C(=O)NC4CC4)CC3)CC2)cc1
→ 1%	-2%	x	x	x	-5%	x	-6	x
> CC(=O)N1c2ccc(S(=O)(=O)N3CCC(C(=O)NC4CCCCC4)CC3)cc2CC1C (centres undefined)
→ -7%	-7%	3	6	1.0%	-13%	5	-7	8
> COc1cccc(-n2c(SCC(=O)Nc3nnc(C)s3)nc3c([nH]c4ccccc43)c2=O)c1
→ -2%	-1%	-1	0	1.2%	-6%	-3	-5	-12

# (listing goes on)
# Sequence of screens: Vif-A3G inh	GRP78 ERSR act	D2 PAM	D1 ag	RXFP1 agonist	Vif-A3F inh	D1 PAM	LDHA block	D1 antag
> O=S(=O)(c1ccc(OCC(O)CN2CCC(Cc3ccccc3)CC2)cc1)N1CCOCC1 (centres undefined)
→ 0%	-5%	-23	16	6.3%	0%	-3	-16	-12
> Cc1cccc(CSc2ccc3nnc(-c4cccnc4)n3n2)c1
→ -2%	-1%	x	2	6.8%	-10%	-6	-3	-2
> CCCOc1ccc(Cn2c(=O)oc3ccc(C)cc32)cc1
→ -3%	-3%	-7	12	3.3%	-5%	-6	-5	0
> Cc1ccc(C(=O)NCC(=O)Nc2ccc(S(=O)(=O)Nc3cc(C)nc(C)n3)cc2)cc1
→ 3%	-2%	x	x	x	-15%	x	-13	x
> Cc1ccccc1-c1nnc(SCC(=O)c2c(N)n(C3CC3)c(=O)[nH]c2=O)o1
→ 5%	0%	7	2	3.4%	-16%	4	-1	6
> Cc1cc(C)n(-c2cc(C(C)(C)C)nc3c(-c4ccccc4)cnn23)n1
→ 1%	10%	6	4	-1.0%	6%	0	-3	24
> COc1cccc(NC(=S)N(CCN(C)C)C(C)c2ccco2)c1 (centres undefined)
→ 0%	-4%	13	4	9.4%	-19%	-4	-5	-2
> CC1CN(c2ccc([N+](=O)[O-])cc2C(=O)N2CCOCC2)CC(C)N1 (centres undefined)
→ -3%	-7%	3	1	0.3%	-16%	7	-5	-7
> CN(C)C(=O)CCc1ccc2c3c([nH]c2c1)[C@]1(CCC2CCCC2)[C@@H](C(=O)N2CCOCC2)C[C@H](CC(=O)NCc2cccc(C(F)(F)F)c2)C(=O)N1CC3
→ -12%	8%	x	x	x	-11%	x	4	x
> Cc1cc(NC(=O)CSc2nc3c(c(=O)n2Cc2ccccc2)SC(C)C3)no1 (centres undefined)
→ -6%	3%	1	2	-1.2%	-8%	-8	-12	-3
> O=C(CCS(=O)(=O)c1ccccc1)NC1CCCCC1
→ 0%	-3%	4	2	-0.4%	-1%	9	-2	-8
